Compound activity deposited in PubChem BioAssay by several laboratories.
Rin1 Abl inh: inhibitors of Rin1-Abl protein binding, primary screen, biochemical, TR-FRET; Tyrosine-protein kinase ABL1 (Homo sapiens) + Ras and Rab interactor 1 (Homo sapiens), …; inhibition, % at 7.35 µM; actives 0.4% (n = 360,000); AID 588664, 2011; in the data active = inhibition above about 5%, passing the limit was not always enough
FAS TE block: FAS thioesterase domain inhibitors, primary screen, biochemical, fluorescence intensity, uHTS | inhibition, % at 15 µM | actives 0.67% (n = 360,000) | recombinant FAS-TE, OMFH fluorogenic substrate, fluorescence endpoint;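 active = compounds whose normalised, plate-corrected inhibition of enzyme fluorescence in the single-dose primary screen is 50% or more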;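 note: 0% = DMSO with enzyme and 100% = substrate without enzyme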
Rpn11 inh: Rpn11 (PSMD14) deubiquitinase inhibitors, primary screen, biochemical, fluorescence polarization, uHTS; 26S proteasome non-ATPase regulatory subunit 14 (Homo sapiens), O00487; human 26S proteasome, Ub4-pepOG fluorescence polarization; 20S core pre-blocked with epoxomicin; calls only at 20 µM; actives 0.59% (n = 360,000); AID 588493, 2011;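 active = inhibition at 20 µM, scaled to each plate's controls, above about 33%, limit read from the data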
Neddyl block: inhibitors of cullin neddylation, primary screen, biochemical, TR-FRET, uHTS, NAE and Ubc12; NEDD8-conjugating enzyme Ubc12 (Homo sapiens) + NEDD8-activating enzyme E1 regulatory …; calls only at 25 µM; AID 651699, 2012; actives 0.58% (n = 360,000); in the data active = inhibition above about 36%
Target sequence (P61081 whole entry, looked up): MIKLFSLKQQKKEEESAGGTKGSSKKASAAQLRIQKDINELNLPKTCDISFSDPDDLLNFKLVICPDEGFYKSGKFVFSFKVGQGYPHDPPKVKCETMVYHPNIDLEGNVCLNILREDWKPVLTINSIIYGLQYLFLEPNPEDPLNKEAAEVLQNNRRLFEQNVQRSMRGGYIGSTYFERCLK
Target sequence (Q13564 whole entry, looked up): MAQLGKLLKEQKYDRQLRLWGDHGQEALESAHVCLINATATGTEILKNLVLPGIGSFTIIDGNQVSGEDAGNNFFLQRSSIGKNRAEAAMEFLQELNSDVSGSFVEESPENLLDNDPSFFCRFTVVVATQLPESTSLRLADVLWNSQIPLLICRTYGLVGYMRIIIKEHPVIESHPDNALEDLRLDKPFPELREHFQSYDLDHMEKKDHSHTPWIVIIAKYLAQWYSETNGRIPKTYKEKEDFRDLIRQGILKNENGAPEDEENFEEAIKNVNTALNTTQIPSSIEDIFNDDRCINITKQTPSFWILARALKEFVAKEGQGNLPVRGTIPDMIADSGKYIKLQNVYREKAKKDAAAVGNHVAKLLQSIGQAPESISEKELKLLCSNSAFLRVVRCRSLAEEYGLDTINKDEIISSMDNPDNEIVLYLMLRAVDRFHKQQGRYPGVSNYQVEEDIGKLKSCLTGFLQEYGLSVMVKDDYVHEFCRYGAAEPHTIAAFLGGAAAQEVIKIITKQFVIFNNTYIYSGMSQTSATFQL
NadD inh: inhibitors of S. aureus NadD, primary screen, biochemical, colorimetric, uHTS | Nicotinate-nucleotide adenylyltransferase NadD (Staphylococcus aureus N315) | purified NadD enzyme, colorimetric absorbance read-out | inhibition, % at 20 µM | actives 0.78% (n = 360,000) | AID 602399, 2012; in the data active = inhibition above about 26%; note: some compounds past the cut are filed as inactive
SKN-1 inh: suppressors of acrylamide-induced Pgst-4::GFP reporter in worms, primary screen, SKN-1 inhibitor project, whole organism, uHTS, GFP/RFP fluorescence ratio, strain VP596; inhibition, % at 21.8 µM; AID 624304, 2012; C. elegans VP596 Pgst-4::GFP/RFP ratio, 24 h; actives 0.49% (n = 360,000);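 active = interference check ratio from 0.5 to 1.5 plus GFP to RFP signal ratio inhibition reaching or exceeding a fixed threshold, cut at about 30% in these data, passing the limit was not always enough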; note: some compounds called inactive have numbers as strong as hits
MLLE-PAM2 inh: inhibitors of PABP1 MLLE–PAM2 peptide binding, primary screen, biochemical, fluorescence polarization, FITC-PAM2, GST-MLLE; Polyadenylate-binding protein 1 (Homo sapiens), P11940; actives 0.36% (n = 360,000); inhibition, % at 20 µM; in the data active = inhibition above about 35%, passing the limit was not always enough;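 note: plate controls were DMSO wells with GST-MLLE for no effect and wells lacking GST-MLLE protein for full effect; some results filed as inactive read as strong as hits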
MT1-MMP act inh: blockers of MT1-MMP proenzyme processing, primary screen, HT1080 RFP-PRO-GFP cells, GFP/RFP fluorescence. Matrix metalloproteinase-14 (Homo sapiens), P50281. GFP/RFP ratio fluorescence, overnight; percent of plate control window, DMSO zero. GFP/RFP ratio change, % at 20 µM. actives 0.061% (n = 360,000);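 active = GFP/RFP ratio change of at least 30% with cell ATP level not reduced by more than half and red fluorescence within 50% of control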; note: strong numbers were not always called active
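Material: RFP-PRO-GFP reporter HT1080 cells. Dosing: single-point 20 µM compound, 1% DMSO. Controls: DMSO and RFP-L50D-GFP cell wells. Timing: cells overnight before dosing, compound overnight, 37 °C, 5% CO2. Measure: GFP/RFP fluorescence ratio.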
CSN inh: inhibitors of CSN-mediated cullin deneddylation, primary screen, biochemical, fluorescence polarization, uHTS | COP9 signalosome complex subunit 5 (Homo sapiens), Q92905 | Purified CSN, SCF-Nedd8-OG deneddylation | inhibition, % at 12.5 µM | actives 0.38% (n = 360,000) | AID 651999, 2013;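 active = pattern-corrected inhibition above about 35%, with an unprinted fluorescence ratio check between 0.5 and 1.5, limit read from the data, passing the limit was not always enough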;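 note: 0% = enzyme with substrate and 100% = substrate without enzyme; some results filed as inactive read as strong as hits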
Target sequence (Q92905 whole entry, looked up, one chain of several): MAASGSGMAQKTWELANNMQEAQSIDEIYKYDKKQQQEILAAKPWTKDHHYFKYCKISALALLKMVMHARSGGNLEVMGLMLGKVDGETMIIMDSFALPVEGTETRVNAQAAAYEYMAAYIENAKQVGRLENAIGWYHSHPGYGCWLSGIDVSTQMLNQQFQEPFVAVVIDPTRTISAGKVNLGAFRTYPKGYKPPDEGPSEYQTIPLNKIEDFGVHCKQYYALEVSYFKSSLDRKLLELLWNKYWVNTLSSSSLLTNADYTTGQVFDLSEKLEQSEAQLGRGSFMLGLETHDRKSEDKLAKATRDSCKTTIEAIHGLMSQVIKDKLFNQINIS
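Assay system: purified human Csn5 enzyme expressed in HEK293T cells; Input: 0.24 nM Csn5 enzyme, final concentration; Reagent: 10 nM SCFSkp2-Nedd8OG; Compound dosing: 12.5 µM single point; Times: reaction 90 min, room temperature; Technique: fluorescence polarization readout.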
Active calls of the source: *; i = inactive; · = not tested or not shown; + = active, no number.

Every second line gives: Rin1 Abl inh, FAS TE block, Rpn11 inh, Neddyl block, NadD inh, SKN-1 inh, MLLE-PAM2 inh, MT1-MMP act inh, CSN inh
> Cc1ccc(S(=O)(=O)N2C[C@H]3C(=O)C[C@@H](c4ccccc4C)N(S(=O)(=O)c4ccc(C)cc4)[C@H]3C[C@H]2c2ccccc2)cc1
 : 1.7, 15.0, i, i, 8.4, 3.5, 3.5, -5.7, -1.6
> COc1ccc2c(CC#N)c[nH]c2c1
 : 1.2, -11.7, i, i, 2.1, -2.2, 3.2, 5.5, 1.8
> S=C(NCC1CCCO1)Nc1cccc2ccccc12 (stereo unspecified)
 : 2.7, -6.7, i, i, -0.1, 3.1, 36.2, 7.9, -14.2
> C[C@@H]1COc2cc(N3CCSCC3)ccc2S(=O)(=O)N1
 : ·, -10.8, ·, i, 2.3, -13.1, ·, 2.7, -5.2
> Cc1ccc2c(c1)oc(=O)n2CC(=O)c1ccccc1
 : 0.7, 7.7, i, i, -2.7, -13.5, 7.9, 1.0, -1.5
> N#Cc1ccc(NC(=O)COC(=O)c2ccc(F)c(S(=O)(=O)N3CCOCC3)c2)cc1
 : 2.9, 3.0, i, i, -7.0, -29.1, -13.1, 14.7, -3.3
> CC(=O)n1cc([C@H]2C=C(C(=O)Nc3ccccc3)O[C@@H](OCc3ccc(CO)cc3)C2)c2ccccc21
 : 4.5, 21.3, +, i, 2.2, 17.3, -15.6, -2.6, -0.7
> COCc1cccc(-c2csc(C(C)(O)c3ccc(OC)cc3)n2)c1 (stereo unspecified)
 : -2.2, 2.1, i, i, 2.9, 21.7, 0.3, 2.8, -7.2
> CCC(=O)Nc1ccc2nn(-c3ccc(F)cc3)nc2c1
 : -1.9, -0.7, i, ·, -1.6, 17.3, -17.7, 1.7, -3.6
> Cc1cccc(Cc2c(C)nc3nc(SCC(=O)O)nn3c2C)c1
 : 4.1, -5.0, i, i, 7.4, -3.2, -34.1, -2.6, 5.5
> O=c1[nH]c(=S)n(-c2cccc(C(F)(F)F)c2)c(O)c1C=NCCN1CCNCC1
 : 0.1, -0.5, i, i, -5.8, -15.1, 24.8, 3.1, 1.6
> COc1cc(C(=O)NC2CCN(CC(=O)Nc3cccc(C)c3C)CC2)cc(OC)c1OC
 : -2.9, -4.4, i, i, -3.3, 14.3, -3.8, 2.2, 5.9
> O=C(Nc1cccc(S(=O)(=O)N2CCCCC2)c1)c1ccc([N+](=O)[O-])o1
 : -0.7, 14.6, i, i, -7.4, 12.8, -7.8, -1.8, 1.6
> COc1cccc(CNC(=O)COC(=O)c2ccc(-c3ccc(O)cc3)cc2)c1
 : 1.3, -5.3, i, i, -2.5, -6.3, 6.2, 11.9, 5.1
> COCCSc1nnc(NC(=O)Cc2ccc(OC)cc2)s1
 : 3.0, -1.6, i, i, 2.0, 11.8, 1.1, -1.8, 1.7

Reformatted: 2 of the compounds above
> COc1cc(C(=O)NC2CCN(CC(=O)Nc3cccc(C)c3C)CC2)cc(OC)c1OC
  Rin1 Abl inh: -2.9; FAS TE block: -4.4; Rpn11 inh: i; Neddyl block: i; NadD inh: -3.3; SKN-1 inh: 14.3; MLLE-PAM2 inh: -3.8; MT1-MMP act inh: 2.2; CSN inh: 5.9

> O=C(Nc1cccc(S(=O)(=O)N2CCCCC2)c1)c1ccc([N+](=O)[O-])o1
  Rin1 Abl inh: -0.7; FAS TE block: 14.6; Rpn11 inh: i; Neddyl block: i; NadD inh: -7.4; SKN-1 inh: 12.8; MLLE-PAM2 inh: -7.8; MT1-MMP act inh: -1.8; CSN inh: 1.6

The list continues:
Every second line gives: Rin1 Abl inh, FAS TE block, Rpn11 inh, Neddyl block, NadD inh, SKN-1 inh, MLLE-PAM2 inh, MT1-MMP act inh, CSN inh
> CC(=O)c1ccc(-c2ccc(C(=O)N(C)Cc3nc4ccccc4c(=O)[nH]3)o2)cc1
 : 1.4, -5.7, i, +, -2.3, 3.7, -4.3, -4.4, -3.5
> Nc1nc(NC(=O)/C=C/c2ccccc2)nn1-c1ccccc1
 : -0.3, -10.6, i, i, -3.3, 12.4, -5.0, -1.3, 1.2
> CCOC(=O)c1nnn(-c2nonc2N)c1CNc1ccc(C)c(Br)c1
 : -1.0, 23.2, i, i, -0.3, 14.4, 1.8, -8.7, -4.8
> COC(=O)c1cc(COc2ccc3ccc(=O)oc3c2)c(C)o1
 : -0.2, -4.6, i, +, -3.6, -15.7, 7.2, -4.1, -0.3
> Cc1ccc(C2=NOC3(CC(=O)N(c4ccc(C)cc4)C3=O)C2)cc1 (stereo unspecified)
 : -3.2, 6.7, i, i, -7.8, 2.6, 14.4, 1.9, 3.4
> CCCCCCCC1CC(=O)C=C(C)C1C(=O)OCC (stereo unspecified)
 : -0.5, 14.2, i, i, 0.6, -3.0, 7.0, 0.5, -4.8
> CC(C)N(CCO)C(=O)CCc1nnc(Cc2cccc(C(F)(F)F)c2)o1
 : 3.0, -2.5, i, i, -3.0, -12.3, -4.3, -4.3, 2.9
> Cc1ccc(NC(=O)CSc2nc(N)c3c4c(sc3n2)CSC(C)(C)C4)cc1
 : 0.5, 35.0, i, i, 20.4, 4.7, 5.3, -0.9, 1.7
> O=C(CN1C(=O)NC2(CCCC2)C1=O)OCc1ccc(Br)cc1
 : 0.4, -4.4, i, i, 1.1, -0.9, -12.5, -1.5, -1.6
> Cc1cnc(NC(=O)c2ccc3ncsc3c2)s1
 : -0.6, -1.2, i, i, -2.4, -10.0, 2.9, 2.7, 1.4
> Cc1nc(CNC(=O)C2CCC(=O)N(Cc3cccc(F)c3)C2)sc1C (stereo unspecified)
 : 1.6, -6.7, i, i, -1.9, 1.2, 6.9, 1.7, 2.6
> CC1(C)Cc2ccccc2C(=O)N1
 : 2.7, -5.9, i, i, -1.7, -1.4, 8.5, 0.4, 0.7
> O=C(CSc1nc2ccccc2o1)Nc1nc2c(s1)CCCC2
 : -2.1, 18.4, +, i, 0.5, 1.5, -71.2, -8.0, 17.2
> O=C(Oc1ccc(Br)cc1)C1CC(=O)N(c2ccc(F)cc2)C1 (stereo unspecified)
 : 1.6, 15.0, i, i, -4.2, 9.6, 8.8, -2.1, -2.3
> Cc1ccc(NCc2nnc(SCC(=O)O)n2-c2ccc(C)cc2)cc1
 : 2.9, -4.5, i, i, 2.8, 3.2, -16.3, -5.7, 6.3

Next section.
Every second line gives: Rin1 Abl inh, FAS TE block, Rpn11 inh, Neddyl block, NadD inh, SKN-1 inh, MLLE-PAM2 inh, MT1-MMP act inh, CSN inh
> FC(F)(F)c1nc2ccccc2c2nc3ccccc3n12
 : 1.5, -0.3, i, i, 21.9, 10.8, -7.0, -0.1, 2.6
> CCN1CCN(C(=O)CN(c2ccccc2C)S(C)(=O)=O)CC1
 : -1.2, -7.7, i, i, -1.7, 3.2, 5.5, -1.3, -3.6
> N#Cc1cnn2c(-c3ccccc3)ccnc12
 : 1.9, 1.0, i, ·, -7.3, 13.9, 0.9, 0.4, 2.2
> Cc1cc(NC(=O)C2CCCN(S(=O)(=O)c3c(C)noc3C)C2)no1 (stereo unspecified)
 : 2.9, -6.5, i, i, -4.3, -9.5, 12.2, 2.4, 1.4
> O=C(Oc1c(Cl)cc(Cl)c2cccnc12)c1cccs1
 : 0.2, 17.2, i, i, -1.2, 8.2, -2.0, 18.8, -2.2
> CCOC(=O)C1CCCN(c2nc3ccccc3nc2C(C#N)C(=O)OCCOC)C1 (stereo unspecified)
 : -2.6, 6.7, i, i, 1.1, 1.1, -9.4, -14.7, 0.1
> COc1ccc(N(C(C)=O)S(=O)(=O)c2cccc3cccnc23)cc1
 : -1.4, -12.3, i, i, 2.0, 2.2, -11.2, -1.3, -3.2
> Cc1ccc(NC(=O)CSC2=C(C#N)C(c3ccco3)C3=C(CC(C)(C)CC3=O)N2)cc1 (stereo unspecified)
 : 3.3, 19.6, i, i, 7.0, 14.0, 3.8, -0.6, -1.2
> CCCn1c(/N=C/c2c[nH]c3ccccc23)nc2ccccc21
 : 2.1, 1.4, i, i, 1.4, 9.0, -5.2, 0.0, 7.1
> O=C(Nc1csc(Cc2c(Cl)cccc2Cl)n1)NN1CCOCC1
 : 0.7, -3.3, i, i, -3.4, -12.5, 7.0, -4.9, -0.8
> CCOc1ccc(N=NC2C(=O)N(C(N)=S)N=C2C)cc1 (stereo unspecified)
 : -5.9, 1.0, i, i, -0.3, 3.0, 14.7, 6.6, 0.3
> COc1ccc(CN2CCN(Cc3cccn3-c3ncccn3)CC2CCO)c(C)c1C (stereo unspecified)
 : 0.3, -8.9, i, i, 0.7, -7.8, -3.9, 1.6, 0.7
> O=C(NCC1OCCc2ccccc21)c1ccc(NC(=O)c2ccc(Cl)cc2)cc1 (stereo unspecified)
 : -6.8, -6.2, i, i, 0.4, 0.0, -5.3, -8.3, 1.2
> CC(C)Cc1cc(C(=O)N2CCCC(CCC(=O)N(C)CCc3ccccn3)C2)no1 (stereo unspecified)
 : 3.2, -9.3, i, i, -6.9, -5.0, -17.7, 1.1, 1.0
> COc1ccccc1OCCCCOc1ccccc1F
 : -0.5, 24.1, i, i, -12.0, 6.4, 2.1, 1.0, -4.8

(cont.)
Every second line gives: Rin1 Abl inh, FAS TE block, Rpn11 inh, Neddyl block, NadD inh, SKN-1 inh, MLLE-PAM2 inh, MT1-MMP act inh, CSN inh
> CCCCC(NS(=O)(=O)c1ccc(OC)cc1)C(=O)O (stereo unspecified)
 : 4.4, -5.7, i, i, -4.5, 0.5, 8.0, -2.4, -0.6
> Cc1cc(C)cc(NC(=O)CCc2nc3ccccc3[nH]2)c1
 : 1.2, -3.1, i, i, -4.6, -13.2, -7.9, -1.1, -1.5
> O=C(CSc1nc2ccccc2c(=O)n1-c1ccc(OC(F)F)cc1)NCc1cccs1
 : 3.3, 2.0, i, i, -0.4, 4.2, -2.6, 0.4, -13.3
> COc1c(Cl)c(=O)oc2ccc(Cl)cc12
 : 2.0, -0.6, i, i, -1.5, 23.7, -4.8, -2.1, 0.0
> COc1ccc(NC(=O)C2=Cc3ccccc3OC2)cc1
 : 0.2, 4.3, i, i, -3.7, 5.6, -5.6, 4.3, 12.6
> CCOC(=O)CN(C)C(=O)CCc1nnc(-c2ccc(-c3ccccc3)cc2)o1
 : 0.8, -8.5, i, i, 2.4, 7.8, -6.0, -1.8, 1.2
> CCOc1ccc(S(=O)(=O)N(C)c2ccc(OCC(=O)NCCc3ccc(OC)cc3)cc2)cc1
 : -0.2, 38.4, i, i, -5.3, -0.4, 4.7, -2.0, 0.7
> O=C(c1cc(-c2ccc(Br)cc2)on1)N1CCCC1
 : 1.5, 1.9, i, i, -1.8, 16.2, 1.6, -0.7, 0.9
> C=CCn1c(SCC(=O)NC2(C#N)CCCCC2)nnc1-c1ccncc1
 : 1.2, -4.5, i, i, -0.7, 4.3, 1.7, -2.2, -2.7
